Assay outcomes (PubChem BioAssay)
Scp-1 inhibitor: inhibitors of human Scp-1 phosphatase; Recombinant Scp1, phosphopeptide, malachite green phosphate absorbance; AID 493091; 340,000 tested, 0.88% active; inhibition, % at 20 µM;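 active means inhibition above about 50% at 20 µM, limit read from the data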;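 further: plate controls were DMSO wells with enzyme for no effect and wells lacking enzyme for full effect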
Target sequence (Q9GZU7 76-261 limits assumed): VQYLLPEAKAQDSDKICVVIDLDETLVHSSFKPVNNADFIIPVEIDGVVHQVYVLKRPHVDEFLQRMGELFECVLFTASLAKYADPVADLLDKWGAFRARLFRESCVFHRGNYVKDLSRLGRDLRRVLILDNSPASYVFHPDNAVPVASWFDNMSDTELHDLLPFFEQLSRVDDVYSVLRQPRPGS
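Test system: SCP-1 catalytic domain; Buffer or medium: Acidic Tris acetate buffer with magnesium and detergent; Also added: Phosphorylated 17-residue peptide substrate; Compound: single 20 µM dose, 1% DMSO; Schedule: enzyme reaction 45 min at room temperature, colour 5 min, stabilisation 30 min; Signal: Phosphate-binding colour reagent, absorbance read at 630 nm.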
Neddyl block: inhibitors of human cullin neddylation; P61081+Q13564; TR-FRET cullin neddylation, biochemical; calls only at 25 µM; 360,000 tested, 0.58% active; AID 651699; in the data active means inhibition above about 36%
Target sequence (P61081 whole entry, looked up): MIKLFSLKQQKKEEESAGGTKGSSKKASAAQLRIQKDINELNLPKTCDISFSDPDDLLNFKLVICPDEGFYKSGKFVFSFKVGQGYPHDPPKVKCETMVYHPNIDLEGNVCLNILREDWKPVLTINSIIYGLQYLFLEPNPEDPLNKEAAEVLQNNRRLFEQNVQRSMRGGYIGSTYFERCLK
Target sequence (Q13564 whole entry, looked up): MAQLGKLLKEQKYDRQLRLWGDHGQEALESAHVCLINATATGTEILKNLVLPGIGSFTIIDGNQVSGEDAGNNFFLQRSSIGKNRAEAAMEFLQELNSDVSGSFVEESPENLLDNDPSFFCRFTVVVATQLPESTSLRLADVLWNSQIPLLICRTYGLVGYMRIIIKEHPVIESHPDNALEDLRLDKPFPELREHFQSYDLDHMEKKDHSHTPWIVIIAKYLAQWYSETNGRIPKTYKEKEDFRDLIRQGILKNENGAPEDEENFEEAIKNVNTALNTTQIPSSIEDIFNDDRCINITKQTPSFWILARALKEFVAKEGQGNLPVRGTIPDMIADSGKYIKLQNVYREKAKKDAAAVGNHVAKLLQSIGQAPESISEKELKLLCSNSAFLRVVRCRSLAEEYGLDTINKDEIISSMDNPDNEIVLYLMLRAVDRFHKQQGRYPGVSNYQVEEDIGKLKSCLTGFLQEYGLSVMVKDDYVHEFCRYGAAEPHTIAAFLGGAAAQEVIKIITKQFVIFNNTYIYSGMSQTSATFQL
DNMT1 block: DNMT1 (human) enzyme inhibition | 360,000 tested, 0.83% active | P26358 | DNMT1 molecular beacon, Hinp1I cleavage, fluorescence | inhibition (reported as % activation of signal), % at 10 µM; in the data active means inhibition above about 50%
SKN-1 block: inhibitors of C. elegans SKN-1. 360,000 tested, 0.49% active. inhibition, % at 21.8 µM. C. elegans VP596 Pgst-4::GFP/RFP ratio, acrylamide-induced, 24 h. AID 624304;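 active means interference check ratio from 0.5 to 1.5 plus GFP to RFP signal ratio inhibition reaching or exceeding a fixed threshold, cut at about 30% in these data, passing the limit was not always enough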; further: some compounds called inactive have numbers as strong as hits
STEP block: blocks human striatal-enriched tyrosine phosphatase. 360,000 tested, 0.25% active. recombinant STEP, OMFP fluorogenic substrate, fluorescence. inhibition, % at 20 µM;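 active means inhibition at 20 µM, scaled per plate between control wells, above about 37%, limit read from the data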;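 further: 0% = DMSO with enzyme and substrate and 100% = substrate only without enzyme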
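Assay system: isolated STEP enzyme. Buffer or medium: pH 6.0 Bis-Tris with DTT and Tween 20. Also added: fluorogenic phosphatase substrate OMFP at 25 µM final. Dosing: 20 µM, 1% DMSO. Timing: 20 min reaction, room temperature, in the dark. Measured by: fluorescence intensity, excitation 480 nm, emission 540 nm. Evaluation: normalized % inhibition.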
NadD block: blocks S. aureus nicotinate mononucleotide adenylyltransferase | purified NadD enzyme, colorimetric absorbance read-out | inhibition, % at 20 µM | 360,000 tested, 0.78% active; in the data active means inhibition above about 26%; further: some compounds past the cut are filed as inactive
CendR NRP1 mod: NRP-1/CendR interaction modulation; O14786; FAM-RPARPAR peptide binding to NRP-1, fluorescence polarization; inhibition, % at 25 µM; 360,000 tested, 0.85% active;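 active means inhibition or corrected inhibition above about 18%, plus a signal ratio from 0.5 to 1.5, limit read from the data, passing the limit was not always enough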; further: strong numbers were not always called active
LMPTP inh: LMPTP (human) inhibition | recombinant LMPTP-A, OMFP fluorogenic substrate, fluorescence intensity | AID 651560 | inhibition, % at 20 µM | 360,000 tested, 0.22% active;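 active means compounds that cut the enzyme signal by at least half of the control window in the single-dose screen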;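 further: plate controls were DMSO wells with enzyme plus substrate for no effect and substrate without enzyme for full effect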
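Test system – LMPTP-A enzyme · Amount – LMPTP-A at 0.625 nM final in the reaction · Buffer or medium – Bis-Tris pH 6.0, DTT, detergent · Reagent – OMFP 400 µM · Doses – single 20 µM dose · Schedule – reaction 50 min, room temperature, dark · Detection – fluorescence intensity of OMFP turnover product · Evaluation – percent inhibition versus substrate-only and uninhibited controls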
Tb MetRS inh: blocks T. brucei methionyl-tRNA synthetase activity; inhibition, % at 11.9 µM; 360,000 tested, 0.4% active; purified T. brucei MetRS, ATP depletion, Kinase-Glo luminescence;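 active means inhibition above a per-plate cutoff of the control wells' mean inhibition plus 3 SD, cut at about 5.5% in these data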;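 further: 0% = DMSO wells median and 100% = median of wells with control inhibitor compound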
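Material: parasite MetRS enzyme / Replication: singlicate, one well per compound / Signal: luminescence of leftover ATP / Schedule: 2 h aminoacylation at 25 °C after 15 min preincubation / Medium: HEPES-MgCl2-KCl buffer plus DTT, spermine, BSA, pyrophosphatase / Doses: 11.9 µM single point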
SUMO1-SIM PPI: SUMO1-SIM interaction modulation. 360,000 tested, 0.33% active. SUMO1 binding to a labelled peptide, TR-FRET, 1 h. inhibition, % at 20 µM. P63165; in the data active means inhibition above about 37%
Target sequence (P63165 whole entry, looked up): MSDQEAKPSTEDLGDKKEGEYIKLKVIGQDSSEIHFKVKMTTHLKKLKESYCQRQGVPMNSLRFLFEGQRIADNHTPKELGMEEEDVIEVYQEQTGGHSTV
An asterisk follows results filed as active; i = inactive; . = not tested or not shown.

#1 CN(C)c1ccc(S(=O)(=O)N2CCCCC2)cc1NC(=O)CCNC(=O)c1ccccc1Cl
#2 Cc1nn(C)c(C)c1CCC(=O)O
#3 COc1ccccc1CCC(=O)OCC(=O)NC1CCCC1
#4 COc1ccccc1C(=O)NC(=O)COC(=O)CCOc1cc(C)ccc1C
#5 O=C(NCCc1cnc[nH]1)c1cccs1
#6 CC1CCC2(CC1)NC(=O)N(CC(=O)N1CCN(C(=O)c3ccco3)CC1)C2=O (centres undefined)

assay / entry	1	2	3	4	5	6
Scp-1 inhibitor	-8	-1	-7	-8	-5	-1
Neddyl block	i	i	i	i	i	i
DNMT1 block	-3	3	4	-1	4	3
SKN-1 block	7	-2	16	15	-10	1
STEP block	0	4	1	1	-1	-2
NadD block	-5	-6	0	-3	-1	-6
CendR NRP1 mod	2	13	4	2	-13	-4
LMPTP inh	-2.1	-0.7	-0.6	3.6	-5.9	-0.8
Tb MetRS inh	-0.3	-0.6	-0.5	-0.2	-1.2	-0.4
SUMO1-SIM PPI	-3	0	2	1	5	2

#7 C/C(Cn1nnc([N+](=O)[O-])n1)=N\NC(=O)c1ccc(O)cc1
#8 COc1ccc(-c2cc(C(=O)Nc3cc(C)on3)no2)cc1OC
#9 Cc1cc(SCC(=O)NN)c2cc(Br)ccc2n1
#10 COc1ccc(C(C#N)Nc2ccccc2OC)cc1 (centres undefined)
#11 COc1ccc(-c2csc3nc[nH]c(=O)c23)cc1
#12 CCCCCCn1cc(CN2CC(N3CCSCC3)CS2(=O)=O)nn1 (centres undefined)

assay / entry	7	8	9	10	11	12
Scp-1 inhibitor	-3	9	1	-8	-3	.
Neddyl block	i	.	i	i	i	i
DNMT1 block	2	22	-3	2	-1	.
SKN-1 block	7	-13	1	7	3	0
STEP block	-5	1	7	-1	0	.
NadD block	-1	-1	5	0	-8	-2
CendR NRP1 mod	16	1	-10	1	-9	2
LMPTP inh	-0.6	13	3.2	-2.1	0.9	-0.6
Tb MetRS inh	0.5	-0.2	2.2	-0.2	-0.8	-0.3
SUMO1-SIM PPI	-28	-7	0	0	1	2

Entries of single compounds, quoted from the list. Screens in order: Scp-1 inhibitor, Neddyl block, DNMT1 block, SKN-1 block, STEP block, NadD block, CendR NRP1 mod, LMPTP inh, Tb MetRS inh, SUMO1-SIM PPI
CN(C)c1ccc(S(=O)(=O)N2CCCCC2)cc1NC(=O)CCNC(=O)c1ccccc1Cl is listed with -8, i, -3, 7, 0, -5, 2, -2.1, -0.3, -3
C/C(Cn1nnc([N+](=O)[O-])n1)=N\NC(=O)c1ccc(O)cc1 is listed with -3, i, 2, 7, -5, -1, 16, -0.6, 0.5, -28

New compounds follow
#13 CCc1nc(SCC(=O)N2CCCCCC2)c2c(=O)n(C)c(=O)n(C)c2n1
#14 CC(C)CCNC(=O)CCn1c(=S)oc2ccccc21
#15 COc1ccc(C(Nc2ccccn2)c2c(NC(=O)c3ccco3)sc(C)c2C)cc1 (centres undefined)
#16 CC(C)N1CCC1(C)C(=O)Nc1ccc(-n2cccc2)cc1 (centres undefined)
#17 CC(C)OC(=O)C1C(=O)CC(C)(O)C(C(=O)OC(C)C)C1c1cccc(O)c1 (centres undefined)
#18 NC(=O)c1cc2cc(Cl)ccc2o/c1=N/NC(=O)c1cccs1

assay / entry	13	14	15	16	17	18
Scp-1 inhibitor	4	-7	-8	.	-10	6
Neddyl block	i	i	i	i	i	i
DNMT1 block	1	0	-8	1	-1	2
SKN-1 block	-17	5	9	-3	-25	-15
STEP block	-1	2	1	-5	-2	1
NadD block	-8	2	12	-3	-3	-6
CendR NRP1 mod	8	-2	-5	-13	2	-13
LMPTP inh	0.2	-1.3	3.9	0.4	-1.6	-0.5
Tb MetRS inh	-0.7	-0.3	-1.0	-0.3	0.0	0.3
SUMO1-SIM PPI	-2	0	1	-8	-1	-16

#19 CN(C)S(=O)(=O)c1ccc(NC(=O)CSc2ncnc3ccccc23)cc1
#20 CCCCCn1c(=O)c2ccccc2n2c(CCl)nnc12
#21 CCOc1ccc(NC(=O)c2ccc(N3CC4CC(C3)c3cccc(=O)n3C4)c(NC(=O)CCN3CCOCC3)c2)cc1 (centres undefined)
#22 O=C(Nc1cccc2ccccc12)C12CC3CC(C1)CC(n1cnc([N+](=O)[O-])n1)(C3)C2
#23 C[C@]12C=CC(=O)C=C1CC[C@@H]1C2C(O)C[C@@]2(C)C1CC[C@]2(O)C(=O)COC(=O)CCC(=O)NC(CC(=O)O)C(=O)O (some centres undefined)
#24 CCOc1cccc(/C=N/NC(=S)NCCN2CCOCC2)c1O

assay / entry	19	20	21	22	23	24
Scp-1 inhibitor	1	-3	-8	2	-1	-7
Neddyl block	i	i	i	i	i	.
DNMT1 block	-3	1	2	-2	0	-3
SKN-1 block	-2	12	8	13	-3	-7
STEP block	1	-5	0	-3	1	-2
NadD block	6	-1	-1	0	-2	-6
CendR NRP1 mod	-6	-7	-7	-8	-4	6
LMPTP inh	4.3	-0.1	-1.0	-0.3	-0.7	-0.7
Tb MetRS inh	-0.4	0.2	-0.7	-1.1	-0.6	-0.5
SUMO1-SIM PPI	2	0	-2	-22	5	-3

#25 O=[N+]([O-])c1ccc(/C=N/Nc2nc(N3CCCCC3)nc(N3CCCCC3)n2)cc1
#26 N#CC1=C(N)Oc2cc(N)ccc2C1c1ccc(F)cc1 (centres undefined)
#27 CN(Cc1ccccc1)C(=O)CN1CCN(S(=O)(=O)c2ccc(Cl)c(Cl)c2)CC1
#28 N#Cc1ccc(S(=O)(=O)N2CCCCC2c2cc(C(=O)NCc3cccnc3)no2)cc1 (centres undefined)
#29 CCOc1ccc(-n2nc(C(=O)NC3CCCCC3)c3ccccc3c2=O)cc1
#30 CCCNC(=O)c1ccccc1NC(=O)Cc1ccc(OC)c(S(=O)(=O)N2CCOCC2)c1

assay / entry	25	26	27	28	29	30
Scp-1 inhibitor	3	-12	-7	.	-3	-2
Neddyl block	i	i	i	i	i	i
DNMT1 block	-1	-17	-5	4	0	0
SKN-1 block	-4	9	-22	5	-1	27
STEP block	0	-2	2	-2	1	0
NadD block	8	13	3	-2	-2	-2
CendR NRP1 mod	-13	-21	8	3	-4	-3
LMPTP inh	4.4	6.2	0.6	-0.9	0.1	-0.2
Tb MetRS inh	-0.3	1.5	-0.1	0.2	-0.1	-0.1
SUMO1-SIM PPI	-16	-12	-1	6	-11	7

Among those listed so far, these have two or more sulfur atoms.
#12 CCCCCCn1cc(CN2CC(N3CCSCC3)CS2(=O)=O)nn1 (centres undefined)
#19 CN(C)S(=O)(=O)c1ccc(NC(=O)CSc2ncnc3ccccc23)cc1

assay / entry	12	19
Scp-1 inhibitor	.	1
Neddyl block	i	i
DNMT1 block	.	-3
SKN-1 block	0	-2
STEP block	.	1
NadD block	-2	6
CendR NRP1 mod	2	-6
LMPTP inh	-0.6	4.3
Tb MetRS inh	-0.3	-0.4
SUMO1-SIM PPI	2	2

Continuation.
#31 CC(=O)c1ccc2c(c1)C1C=CCC1C(C(=O)O)N2 (centres undefined)
#32 CCC(C)(C)NC(=O)C(OC(=O)c1ccco1)c1ccc(OC)cc1 (centres undefined)
#33 O=C(CSc1ccccc1)NCC(c1ccco1)N1CCCCC1 (centres undefined)
#34 O=C(Nc1ccccc1)NC1CCN(CCCN2C(=O)c3ccccc3C2=O)CC1
#35 CC(C)C(NC(=O)c1ccc(S(=O)(=O)N2CCOCC2)cc1)c1nc2ccccc2[nH]1 (centres undefined)
#36 CCCCN(CCCC)CCCNC(=O)C1CC(c2ccc(C(F)(F)F)cc2)=NO1 (centres undefined)

assay / entry	31	32	33	34	35	36
Scp-1 inhibitor	75*	-5	-8	-3	-3	-2
Neddyl block	i	i	i	i	i	i
DNMT1 block	91*	1	-6	0	1	3
SKN-1 block	7	-5	-3	-10	-6	22
STEP block	70*	0	-3	-5	-2	-2
NadD block	19	-1	3	0	1	-5
CendR NRP1 mod	29	-11	0	-3	5	17
LMPTP inh	12	-0.5	-3.9	-2.1	-0.8	-2.9
Tb MetRS inh	0.1	-0.8	-0.6	0.6	0.3	-0.3
SUMO1-SIM PPI	60*	0	-6	-2	-1	1

Continued, overlapping the part above by four compounds.
#33 O=C(CSc1ccccc1)NCC(c1ccco1)N1CCCCC1 (centres undefined)
#34 O=C(Nc1ccccc1)NC1CCN(CCCN2C(=O)c3ccccc3C2=O)CC1
#35 CC(C)C(NC(=O)c1ccc(S(=O)(=O)N2CCOCC2)cc1)c1nc2ccccc2[nH]1 (centres undefined)
#36 CCCCN(CCCC)CCCNC(=O)C1CC(c2ccc(C(F)(F)F)cc2)=NO1 (centres undefined)
#37 O=P(Cc1ccccc1)(c1ccccc1)c1ccccc1
#38 CCSc1ccccc1C(=O)Nc1nc2ccccc2c(=O)[nH]1
#39 CC1(C)CC(=O)c2cc(N=C/C(C(=O)c3ccccc3)=C(\O)c3ccccc3)c(=O)oc2C1
#40 COc1ccc(C)cc1NC(=O)CSc1nnc(-c2cc(C)[nH]n2)n1N
#41 CNS(=O)(=O)c1ccc(NC(=O)C(CCSC)NC(N)=O)cc1 (centres undefined)
#42 CC1(C)COC(c2coc3ccccc3c2=O)OC1

assay / entry	33	34	35	36	37	38	39	40	41	42
Scp-1 inhibitor	-8	-3	-3	-2	-12	-3	-2	-5	-1	6
Neddyl block	i	i	i	i	i	i	i	i	i	i
DNMT1 block	-6	0	1	3	1	4	1	2	-5	3
SKN-1 block	-3	-10	-6	22	5	2	-6	-1	7	13
STEP block	-3	-5	-2	-2	-2	-1	0	0	-2	-2
NadD block	3	0	1	-5	1	-4	6	6	4	0
CendR NRP1 mod	0	-3	5	17	9	1	16	11	-93	-3
LMPTP inh	-3.9	-2.1	-0.8	-2.9	-2.1	0.2	0.5	-1.3	-2.4	-2.2
Tb MetRS inh	-0.6	0.6	0.3	-0.3	0.2	0.0	-0.6	-0.6	-0.2	-1.4
SUMO1-SIM PPI	-6	-2	-1	1	4	10	-8	0	4	2

#43 COc1ccc(C2CC(c3ccc(OC)cc3)n3nc(N)nc3N2)cc1 (centres undefined)
#44 COC(=O)c1cn(C(=O)c2cccs2)c2ccccc12
#45 CC1CCCC(C)N1C(=O)COc1ccc(C(=O)N/N=C/c2ccc(C(=O)O)cc2)cc1 (centres undefined)
#46 Nc1c(C(=O)Nc2ccc(S(=O)(=O)N3CCCC3)cc2)sc2nc3cc4c(cc3cc12)CCC4
#47 COc1ccc(-c2ccc(SCC(=O)NCC3CCCO3)nn2)cc1OC (centres undefined)

assay / entry	43	44	45	46	47
Scp-1 inhibitor	3	-9	-2	1	-3
Neddyl block	i	i	i	i	i
DNMT1 block	1	4	1	39	1
SKN-1 block	-12	18	3	15	2
STEP block	-1	0	-1	-4	-2
NadD block	3	-5	-6	32*	-9
CendR NRP1 mod	-5	4	-1	-38	5
LMPTP inh	0.3	-0.5	1.5	3.0	-2.8
Tb MetRS inh	-0.2	-1.0	0.1	0.5	0.1
SUMO1-SIM PPI	-1	-2	-1	-8	-2
